Screening results as filed in PubChem.
SRC3 inh = inhibits human SRC3 coactivator; 360,000 compounds, 0.17% hits; inhibition, % at 3.6 µM; Q9Y6Q9; AID 588352; HEK293 GAL4-SRC3 luciferase reporter, luminescence;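 active = inhibition above a per-campaign cutoff, the mean of all compounds plus 3 SD, cut at about 60% in these data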;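 also: 0% = DMSO-treated cells and 100% = gossypol-treated cells at 36 µM; higher means less SRC3-driven luciferase light from the GAL4 reporter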
COUP-TFII inh = NR2F2 (human) inhibition, primary screen | AID 686940 | 370,000 compounds, 0.7% hits | HEK293T NGFI-A luciferase reporter, luminescence | P24468 | inhibition, % at 8.6 µM;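 active = inhibition above a per-plate cutoff, mean inhibition of test wells between control levels plus 3 SD, cut at about 38% in these data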;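 also: cells cotransfected with COUP-TFII expression vector driving the NGFI-A reporter; 0% = median of COUP-TF2 test wells and 100% = reporter-only cells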
Target sequence (P24468 whole entry, looked up): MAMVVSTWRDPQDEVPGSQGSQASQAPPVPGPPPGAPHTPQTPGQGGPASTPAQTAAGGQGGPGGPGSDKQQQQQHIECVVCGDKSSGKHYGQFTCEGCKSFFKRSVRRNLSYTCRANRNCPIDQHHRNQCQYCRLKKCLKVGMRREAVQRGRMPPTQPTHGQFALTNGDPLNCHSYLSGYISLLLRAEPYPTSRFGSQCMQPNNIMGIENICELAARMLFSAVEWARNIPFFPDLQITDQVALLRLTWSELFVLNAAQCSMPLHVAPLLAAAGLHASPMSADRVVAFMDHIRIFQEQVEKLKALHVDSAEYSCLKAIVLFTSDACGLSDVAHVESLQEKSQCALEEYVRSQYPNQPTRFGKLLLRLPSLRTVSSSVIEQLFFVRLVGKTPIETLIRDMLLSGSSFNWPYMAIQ
TWEAK-Fn14 inh = inhibitors of TWEAK-Fn14 interaction signaling; TWEAK-stimulated Fn14 reporter cells, luciferase luminescence, 8 h; inhibition, % at 10 µM; 360,000 compounds, 2% hits; AID 1159606; in the data active = inhibition above about 50%
EBV LMP1 NFkB = inhibitors of Epstein-Barr LMP1-induced NF-kappaB reporter. inhibition, % at 12.5 µM. 350,000 compounds, 0.69% hits. LMP1-induced NF-kappaB luciferase reporter cells, luminescence; in the data active = inhibition above about 41%;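 also: 0% = neutral control wells and 100% = reference inhibitor control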
LRH-1 inv ag = NR5A2 inverse agonism in reporter assay; O00482; HEK293T StAR-luciferase reporter, LRH-1 transfected, 24 h; inhibition, % at 3.6 µM; 360,000 compounds, 0.13% hits; AID 602396;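 active = inhibition above the mean inhibition of all tested compounds plus 3 SD, cut at about 73% in these data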;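 also: 0% = DMSO wells and 100% = reporter-only cells lacking LRH-1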
Target sequence (O00482 whole entry, looked up): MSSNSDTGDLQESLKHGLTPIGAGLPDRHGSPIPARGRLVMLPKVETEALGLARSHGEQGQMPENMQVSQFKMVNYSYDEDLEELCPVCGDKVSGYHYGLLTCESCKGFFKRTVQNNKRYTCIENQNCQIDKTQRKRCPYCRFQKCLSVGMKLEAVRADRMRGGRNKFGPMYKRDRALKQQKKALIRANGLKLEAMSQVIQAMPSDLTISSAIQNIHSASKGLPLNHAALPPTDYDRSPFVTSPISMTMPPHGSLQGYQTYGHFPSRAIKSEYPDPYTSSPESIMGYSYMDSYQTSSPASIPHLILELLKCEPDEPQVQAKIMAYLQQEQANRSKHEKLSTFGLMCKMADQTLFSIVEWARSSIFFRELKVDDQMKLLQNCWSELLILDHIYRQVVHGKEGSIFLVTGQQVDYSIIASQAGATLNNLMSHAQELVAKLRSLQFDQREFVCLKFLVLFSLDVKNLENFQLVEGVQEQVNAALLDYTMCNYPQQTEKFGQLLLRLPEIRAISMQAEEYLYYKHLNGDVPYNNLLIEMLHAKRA
NCOA1 inh = inhibits human SRC1 coactivator; Q15788; HEK293 GAL4-SRC1 luciferase reporter, luminescence; inhibition, % at 3.6 µM; 360,000 compounds, 0.12% hits;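 active = inhibition above the campaign mean plus 3 SD, with each screening campaign given its own cutoff, cut at about 60% in these data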;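 also: 0% = DMSO treated cells and 100% = gossypol at 36 µM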
CF NFkB block = inhibitors of cystic fibrosis induced NF-kB. AID 588850. 360,000 compounds, 0.86% hits. KKLEB NF-kB-GFP reporter, PAF-induced, GFP fluorescence overnight. inhibition, % at 5 µM;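 active = at least 50% inhibition at 5 µM, scaled per plate between neutral and stimulator controls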;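 also: PAF is a Pseudomonas aeruginosa culture filtrate used as stimulus; plate controls were PAF-stimulated DMSO wells for no effect and unstimulated DMSO wells for full effect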
KKLEB tox = reduces viability of KKLEB cystic fibrosis airway cells; KKLEB CF airway cells viability, ATPlite luminescence, overnight; hits give low values; cells stimulated with P. aeruginosa culture filtrate; activity change (cytotoxicity), % at 5 µM; 360,000 compounds, 0.36% hits;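 active = corrected activity change at or below -50% at 5 µM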
TROY NFkB inh = inhibitors of TROY-dependent NF-kB signaling; Q293 LMP1-TROYcd NF-kB luciferase reporter, 4 h; inhibition, % at 10 µM; 360,000 compounds, 0.98% hits; AID 1347056;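 active = compounds whose plate-normalised and pattern-corrected inhibition of the luciferase reporter signal at the single screening dose is 50% or more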
TRAIL sens C8 = caspase-8 TRAIL sensitization; NB7+C8 cells + TRAIL, ATPlite viability luminescence; inhibition (viability loss, TRAIL sensitization), % at 10 µM; 360,000 compounds, 1% hits;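 active = compounds causing at least 50% loss of cell viability in the single-dose screen, relative to plate controls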
Shn3 3UTR inh = reduces Shn3 3'UTR luciferase signal in osteoblasts; Clone20 osteoblast Shn3 3'UTR firefly luciferase, 24 h; 360,000 compounds, 0.52% hits; AID 588674; inhibition, % at 12.5 µM;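 active = mean inhibition of at least 75% with every replicate also reaching 75%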;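 also: 0% = median of neutral control wells and 100% = pilot-screen positive control compound; some compounds past the cut are filed as inactive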
Starred values were filed as active, the others as inactive; / = no result given. Only part of the results is shown (hit frequency here may not be typical).

Order of values – EBV LMP1 NFkB, NCOA1 inh, CF NFkB block, TROY NFkB inh, KKLEB tox, COUP-TFII inh, SRC3 inh, Shn3 3UTR inh, TWEAK-Fn14 inh, LRH-1 inv ag, TRAIL sens C8
Cc1cc(OCC(=O)NCc2ccccn2)c2c(C)c(C)c(=O)oc2c1
    -5.8, 9.6, -73.6, -4.3, 4.9, 6.9, 2.8, 15.8, -3.8, 25.3, -5.2
O=[N+]([O-])c1cc(S(=O)(=O)NCCc2ccccn2)ccc1Cl
    2.6, -2.5, -1.6, -5.3, 16.6, -4.5, 12.6, 7.5, -2.8, 9.0, 23.2
Cc1ccc(NC(=O)N2CCCC(c3ccccc3)C2)cc1 (stereo not drawn)
    /, 3.8, -13.3, -33.6, 1.1, -9.7, -2.0, -7.9, -7.3, -23.2, 7.6
Cc1cc(C)n2ncnc2n1
    -2.1, 14.7, -7.1, -12.0, -9.5, 5.3, 12.8, -0.1, 16.0, 15.9, -13.2
Cc1ccccc1NC(=O)c1c(C)[nH]c(=S)c(C#N)c1-c1ccco1
    -1.5, -8.6, 0.2, -6.3, -2.1, 9.4, 3.9, -0.5, 10.0, 8.9, -10.3
CCCCC/C=C/C1=CC(=O)C[C@H](c2ccc(Cl)cc2)C1
    -9.8, -21.1, 1.0, -14.5, -4.4, -10.2, 10.1, -9.9, 12.4, -17.0, -19.0
O=C1NC(=O)/C(=C\c2ccccc2OCc2ccc([N+](=O)[O-])cc2)N1
    1.6, -2.7, -16.9, 13.3, -17.8, -12.1, 2.4, 9.0, -8.8, 29.6, -12.2
CCn1cc(C(=O)O)c(=O)c2cc(F)c(N3CCN(C(=S)NC(=O)c4ccc(F)c(F)c4)CC3)cc21
    -1.3, 2.5, 22.9, -18.4, -5.1, 6.9, -0.8, 9.4, -25.4, 4.9, -1.5
Cc1cc(-n2nnc3ccccc32)nc2ccccc12
    -13.8, -25.6, -29.9, -84.1, 8.3, 6.0, -28.3, -30.9, -1.3, -3.3, -3.3
CC(=O)OC1CCC2(C)C(=CCC3C4CC(=O)N(O)C(=O)C4(C)CCC32)C1 (stereo not drawn)
    -7.7, -2.9, 18.3, 0.4, -0.2, 5.7, -1.3, -1.3, -23.4, 11.3, 0.7
O=C(Cn1nc(C(=O)O)c2ccccc2c1=O)NC12CC3CC(CC(C3)C1)C2
    2.9, -38.8, 1.2, 3.2, -1.3, 2.6, 17.9, 7.3, -27.6, 9.4, -1.5
COc1ccc(NS(=O)(=O)c2ccc3c(c2)CCC(=O)N3)cc1O
    0.6, -14.2, -13.3, 15.8, 2.2, -3.2, 6.8, -14.6, -3.0, -9.8, 6.8
CC1CCCC(NC(=O)C2CCCN2S(=O)(=O)c2cccc3nsnc23)C1C (stereo not drawn)
    7.6, 10.9, 4.7, 0.7, -10.3, 0.9, -21.0, 5.1, -21.2, -2.0, -10.2
O=C(CSc1nnc(NC(=O)c2ccco2)s1)Nc1ccccc1
    -2.9, -18.2, -9.4, -32.4, -0.9, -11.6, 3.2, 1.5, -1.3, -18.5, -2.5
Cc1cc(C)n(C(=O)CNC(=O)COc2ccccc2)n1
    -2.4, -10.8, 9.9, -13.2, -3.4, -1.2, -4.5, -0.8, 0.2, 0.8, -0.7
O=C(C1CCN(S(=O)(=O)c2cccc3nonc23)CC1)N1CCCCC1
    1.7, 6.2, -6.5, -23.2, 2.2, -2.8, 10.5, -6.0, 9.8, 3.6, 14.7
C=CCC(O)(CC=C)CNC(=O)C1CCC(=O)N(CCCc2ccccc2)C1 (stereo not drawn)
    -10.0, -22.8, 8.9, 13.2, 1.4, 13.0, -2.0, 8.9, 7.2, -12.2, -4.1
COC(=O)c1ccc(CSc2nc3c(cnn3-c3ccc(C)cc3)c(=O)[nH]2)o1
    9.3, 1.3, 6.4, 1.0, -2.4, 9.6, 7.0, 26.6, -24.7, -14.6, 0.6
CCN(CC)S(=O)(=O)c1ccc(N2CCOCC2)c(NC(=O)c2ccccc2)c1
    0.3, 1.2, 1.1, -13.2, -2.7, 1.1, 2.6, 2.9, -13.2, 0.7, -3.5
CCNC(=O)NC1(C(=O)Nc2ccc3c(c2)OCCO3)CCCCC1
    1.2, -10.2, -6.6, -2.6, 3.9, -3.1, 10.3, 44.0, 24.2, 10.6, 4.2
CCSc1nc(N)c(NC(=O)c2ccc(Br)o2)c(=O)[nH]1
    -2.6, -10.5, -4.9, 24.1, 6.4, -0.9, 3.6, -7.8, 2.4, 15.8, -2.8
O=C(Nc1ccc2snnc2c1)N1CCCCC1
    -4.8, -32.8, -2.8, -17.5, 1.7, -7.5, -2.5, -37.4, -4.9, -10.7, 5.7
COc1cccc(NC(=O)C2CCN(S(=O)(=O)c3ccc4c(c3)C(C)(C)C(=O)N4C)CC2)c1
    -5.9, 3.8, 2.2, -3.4, 0.3, 2.5, 14.3, 7.8, -23.6, -15.0, -4.0
Cc1ccc(S(=O)(=O)N2CCC(C(=O)OCC(=O)N3CCCC(C)C3)CC2)cc1C (stereo not drawn)
    -1.8, -0.3, 8.5, -16.1, -8.4, -1.0, 9.6, 17.7, 2.0, 2.0, 4.9
CNc1nc(CC(C)=O)ns1
    3.0, 3.3, -0.2, 5.3, -4.2, 4.2, 8.7, -13.9, 8.1, 9.6, -4.3
CCN(CC)CCCC(C)NC(=O)c1c(NC(=O)c2ccccc2)sc2c1CCCC2 (stereo not drawn)
    -52.5, -5.3, 15.9, 3.4, 5.6, 8.6, -13.0, -12.7, -6.7, -15.1, 5.6
CCn1c(CC(=O)Nc2ccc(C)c(Cl)c2)nnc1SCC(=O)Nc1nc(C)cs1
    1.4, -17.7, 1.8, 7.5, 1.5, 29.3, -9.3, -14.6, -2.8, 20.9, -3.1
CCCc1nc2oc3ccccc3c(=O)c2c(=O)n1CCCOC
    -0.9, 3.8, -15.5, -21.5, -1.7, 0.6, 4.1, 5.0, -1.8, -11.1, -3.3
CN(C)C(=O)CCc1ccc2c3c([nH]c2c1)[C@]1(CCC2CCCC2)[C@@H](C(=O)N2CCOCC2)C[C@H](CC(=O)NC(C)(C)C)C(=O)N1CC3
    8.9, -41.1, -8.6, -3.1, 0.0, 1.6, 4.3, 23.1, 6.1, 5.0, -12.0
Cn1c(CNC(=O)C(C)(C)C)nc2ccccc21
    -5.3, 1.7, 9.3, -9.9, 3.6, 7.6, 4.1, -37.9, -3.6, -22.8, 1.5
COc1ccc(C(=O)C2CCCN(Cc3cccc4c3OCO4)C2)cc1OC (stereo not drawn)
    -3.0, 15.0, 4.7, -5.6, -1.0, 9.8, -2.6, 21.6, -8.1, 6.3, 3.7
Cc1onc(-c2ccccc2)c1C(=O)Nc1ccc(Br)cc1Cl
    -1.4, -64.9, -17.1, 16.6, 19.3, 14.7, 20.0, 4.7, -15.2, 17.4, 6.0
CC[C@H](C)[C@@H]1OC(=O)[C@@H](C)[C@@H](CC)NC(=O)[C@H](C)N(C)C(=O)C(C)(C)C(=O)C(C)NC(=O)[C@H](Cc2ccccc2)N(C)C(=O)[C@H](C(C)C)N(C)C(=O)CNC(=O)[C@H](CC(C)C)N(C)C(=O)CNC1=O (stereo partly drawn)
    /, -22.7, 90.6*, 44.1, -96.6*, /, 22.7, 67.7, -22.9, 18.7, 59.6*
CCc1nc2ccc(C(=O)N3CCN(C(=O)c4ccco4)CC3)cn2c1N(C)Cc1cccs1
    /, 14.5, 29.6, -7.6, -28.0, 19.5, -21.7, -3.7, -11.3, 7.2, 6.6
Cc1ccccc1NC(=O)C(C#N)Cc1cccnc1 (stereo not drawn)
    -8.9, -1.5, -17.2, -3.6, 2.3, 6.9, 8.1, 8.3, 14.4, 6.6, -7.8
Cc1nc2scc(C)n2c(=O)c1S(=O)(=O)N1CCN(c2cccc(C(F)(F)F)c2)CC1
    -6.1, 16.0, 4.0, 2.2, 4.8, 3.3, 12.2, 21.2, 12.3, 1.6, 10.1
CC1(C(=O)NS(=O)(=O)c2ccccc2)CCN1C(=O)CC1CCCCC1 (stereo not drawn)
    /, 6.2, 5.3, -1.3, 0.2, 9.6, -37.4, -3.5, -8.6, -8.2, 2.4
C/C=C/c1ccc(OCC(=O)O)c(OC)c1
    -11.3, 0.3, 15.2, 21.3, -11.8, -8.6, 15.1, -3.8, -1.7, 6.5, 7.8
COc1cc(-c2c(CCO)sc3ccccc23)cc(OC)c1OC
    /, /, /, 11.2, /, -4.0, /, /, 17.2, 21.8, 24.4
CCCCN(C=O)c1c(CC)nc2c(OCc3ccccc3C)cccn12
    /, 1.1, 19.6, 12.2, -4.7, 11.9, 5.5, -2.4, 13.9, 1.8, -19.2
COC(=O)c1sccc1NC(=O)C1C2C=CC(C2)C1C(=O)O (stereo not drawn)
    -2.1, -22.2, 12.1, 3.3, -3.5, -0.2, -15.5, 2.6, 10.4, 8.7, 2.8
COc1ccc(Cc2nnc(CCc3ccccc3)s2)cc1
    4.6, -1.1, 11.3, -7.8, 0.5, -10.7, 2.2, -1.4, -3.6, 2.8, -17.7
CCn1cc(CN2CCN(CCC(C)C)C(CCO)C2)c2ccccc21 (stereo not drawn)
    1.9, -2.8, -5.9, 0.9, -2.4, 0.2, 4.6, 13.6, 5.7, 5.5, 5.6
S=C(NCc1cccnc1)Nc1cccc(Cl)c1
    -2.4, -1.2, -3.9, -3.8, 12.5, 4.5, -6.6, -49.4, 0.7, 6.8, -11.3
O=C(CCc1ccc(S(=O)(=O)NC2CCCCC2)cc1)NCc1ccccc1
    5.6, -21.9, -10.0, 10.5, 14.7, 3.8, 13.7, -4.1, 1.8, 3.5, -9.3
O=C(Cc1sc(Nc2ccccc2)nc1-c1ccccc1)NCc1ccccc1
    -12.2, -39.1, -15.5, -58.6, 0.3, -20.5, -68.9, -41.1, 21.6, -66.3, 15.8
